PV pol inh: poliovirus RdRp elongation inhibitors, primary screen, biochemical, fluorescence polarization, total intensity; Genome polyprotein (Poliovirus type 1 (strain Mahoney)), P03300; poliovirus polymerase elongation; active compounds read low; % elongation, % (compound at 16.7 µg/mL); hit rate 0.66% among 150,000; AID 588519, 2011; in the data active = % elongation below about 90%; note: some results filed as inactive read as strong as hits
Target sequence (P03300 1749-2209 limits assumed): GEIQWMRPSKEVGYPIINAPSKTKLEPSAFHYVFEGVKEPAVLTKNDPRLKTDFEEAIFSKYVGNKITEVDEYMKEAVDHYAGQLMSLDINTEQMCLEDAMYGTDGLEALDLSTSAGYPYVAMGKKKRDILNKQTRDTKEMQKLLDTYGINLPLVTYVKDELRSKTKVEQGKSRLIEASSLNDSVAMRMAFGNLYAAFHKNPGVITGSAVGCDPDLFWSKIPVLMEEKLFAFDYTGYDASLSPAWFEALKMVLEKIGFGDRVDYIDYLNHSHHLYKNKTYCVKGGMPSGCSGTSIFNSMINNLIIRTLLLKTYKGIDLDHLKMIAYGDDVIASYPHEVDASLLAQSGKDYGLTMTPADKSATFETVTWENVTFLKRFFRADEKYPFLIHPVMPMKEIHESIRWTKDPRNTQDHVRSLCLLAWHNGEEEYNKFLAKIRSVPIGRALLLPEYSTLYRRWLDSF
PV pol inh FP z-score: recorded beside PV pol inh, whose call it bears; z-score; measured here: FP z-score; hits read low
* hit, by the source's call. A portion of the library. The share of hits here may be higher or lower than overall.

SMILES | PV pol inh | PV pol inh FP z-score
CCOC(=O)c1[nH]c(C)c(C(=O)OCC(=O)N2CCc3ccccc32)c1C | 108 | 0.7
CC(C)CCn1c(=O)c2ccccc2n2c(CSC(C)c3nc4ccccc4c(=O)[nH]3)nnc12 (configuration not stated) | 113 | 1.4
CC(CS(=O)(=O)c1ccc2c(c1)NC(=O)CS2)C(=O)N1CCCCC1 (configuration not stated) | 102 | 0
CCC(=O)NNc1ncnc2ccccc12 | 102 | -0.1
CCOC(=O)COc1ccc(C2CC(C)=NN2c2ccccc2)cc1 (configuration not stated) | 104 | 0.9
CCc1ccccc1NC(=O)CCCSc1nc(-c2ccco2)cc(C(F)(F)F)n1 | 106 | 0.3
O=C(/C=C/c1ccco1)OCc1c(F)cccc1Cl | 99 | -0.3
CNc1ccccc1C(C)(C)c1cc(C)[nH]n1 | 103 | 0.4
Cc1ccc(S(=O)(=O)Nc2cc3c(C(=O)OCc4ccccc4)c(C)oc3c3ccccc23)cc1 | 107 | 0.8
Cn1nccc1C(N)c1ccccc1 (configuration not stated) | 100 | -0.5
O=C(NCC(F)(F)F)c1cc2ccccc2cc1O | 101 | 0
COc1ccc(C(CC(=O)NC2CCCC2)N2Cc3ccccc3C2=O)cc1OC (configuration not stated) | 100 | -1.3
O=C(COc1ccc(Cl)cc1Cl)Nc1cccc2cccnc12 | 107 | 0.7
COc1ccc(CCn2c3c(c(=O)[nH]c2=O)C(NC(=O)c2ccc(C(C)(C)C)cc2)(C(F)(F)F)C(=O)N3)cc1OC (configuration not stated) | 100 | -1.5
N#Cc1ccc(C(=O)NCc2ccccc2)cc1 | 104 | 0.1

The final 4 records of the section above lead into the next:
SMILES | PV pol inh | PV pol inh FP z-score
COc1ccc(C(CC(=O)NC2CCCC2)N2Cc3ccccc3C2=O)cc1OC (configuration not stated) | 100 | -1.3
O=C(COc1ccc(Cl)cc1Cl)Nc1cccc2cccnc12 | 107 | 0.7
COc1ccc(CCn2c3c(c(=O)[nH]c2=O)C(NC(=O)c2ccc(C(C)(C)C)cc2)(C(F)(F)F)C(=O)N3)cc1OC (configuration not stated) | 100 | -1.5
N#Cc1ccc(C(=O)NCc2ccccc2)cc1 | 104 | 0.1
Cc1oc2ncn(C)c(=O)c2c1C(=O)N(C)c1ccc(F)cc1 | 104 | 0.3
CCCN(C(=O)[C@H](Cc1ccccc1)N1C(=O)c2ccccc2C1=O)C1CCS(=O)(=O)C1 (some centres not stated) | 99 | -0.4
CC(C)CCNC(=O)c1cc(Sc2ccc(F)cc2F)nc2ccccc12 | 111 | 0.1
Cc1ccc(OCCCn2c(-c3ccc(Cl)cc3)nc3ccccc3c2=O)c(C)c1 | 106 | 0.3
CCN(CC)C(=O)Cn1c(=O)n(CCCCCC(=O)NCc2ccc(C)cc2)c(=O)c2sccc21 | 104 | -0.2
Cc1cc(N2CCC(C(N)=O)CC2)nc2c(C(C)C)cccc12 | 104 | 0.2
O=C(CSc1nc2cc(C(=O)NC3CCCC3)ccc2c(=O)n1CC1CCCO1)c1cccc(Cl)c1 (configuration not stated) | 100 | -1.3
CCCCC(=O)Nc1ccc(OCc2cc(=O)n3c(C)csc3n2)cc1 | 107 | 0
COc1ccc2nc(C)cc(Cl)c2c1 | 103 | 0.3
CNS(=O)(=O)c1ccc2c(c1)C(=NO)c1cc(S(=O)(=O)NC)ccc1-2 | 104 | 0.7
Nc1c(-c2nc(-c3ccccc3)cs2)c2ccccn2c1C(=O)c1ccccc1 | 96 | -0.9
Cc1ccc(CCCC(=O)NC2CCS(=O)(=O)C2)cc1 (configuration not stated) | 103 | 0.4
COc1cccc(N2CCN(C(=O)C(CCSC)NS(=O)(=O)c3ccc4c(c3)oc(=O)n4C)CC2)c1 (configuration not stated) | 105 | 0.1
CC(C)NC(=O)C(F)(F)F | 101 | -0.2
c1ccc(Nc2nc3c(s2)Cc2ccccc2-3)cc1 | 94 | -1.4
CC1=CC2=NS(=O)(=O)CCN2C=C1 | 96 | -0.3
CC(C)(Cc1ccc(O)cc1)NC(=O)c1ccccc1 | 102 | 0
Cc1cc(COC(=O)/C(C#N)=C/c2ccc(N(C)C)cc2)no1 | 130 | 2.9
CCn1cc(S(=O)(=O)c2ccc(OC)cc2)c(=O)c2ccccc21 | 100 | -0.1
Cn1ncc2c(NCc3cccnc3)ncnc21 | 101 | 0
Cc1c(CN(C)C(=O)c2cc(-c3ccccc3)nc3ccc(Br)cc23)cnn1C | 106 | 0.3
O=S(=O)(NCc1ccc(F)cc1)c1ccc2[nH]c3c(c2c1)CCCCC3 | 103 | -1
O=C(c1noc2c1COc1ccccc1-2)N(Cc1ccccc1)Cc1cccs1 | 103 | 0.6
COC(=O)C(C)Nc1cccc(Br)c1 (configuration not stated) | 99 | -0.5
CCc1ccc(NC(=O)Cn2c(=O)n(-c3ccc(Cl)c(Cl)c3)c(=O)c3c(C)c(C)sc32)cc1 | 106 | 0.1
Cc1c(C(=O)N2CCCc3ccccc32)sc2nc(-c3ccccc3)cn12 | 101 | -0.4
CN(C)C(=O)Nc1ccc2c(c1)nnn2C | 102 | 0.5
Cn1c(=O)c2c(-c3ccccc3)n3c(c2n(C)c1=O)C(c1ccco1)Nc1ccccc1-3 (configuration not stated) | 108 | 0.3
NCCN1C(=O)C2C3c4ccccc4C(c4ccccc43)C2C1=O (configuration not stated) | 103 | 0.5
O=C(CCCCCn1c(=O)[nH]c2ccccc2c1=O)NCc1ccc(Cl)cc1 | 104 | -0.4
N#Cc1ccc(CSCCN2C(=O)c3ccccc3C2=O)cc1 | 99 | -0.1
CSc1ccc(S(=O)(=O)NCCc2ccccc2)cc1 | 102 | 0.7
Cc1ccc(Nc2c(-c3ccc(C)o3)nc3nc(C)cc(C)n23)cc1 | 102 | -0.2
CCOc1cc2c(cc1OCC)C1c3ccccc3OCC(=O)N1CC2 (configuration not stated) | 104 | 0
COc1ccccc1OCCNC(=O)C1CCCCC1 | 101 | -0.2
Cc1oc(C23CC4CC(CC(C4)C2)C3)cc1C(=O)N1CCOCC1 | 102 | 0.1
Cc1ccc(NC(=O)CSc2c(C)cc(=O)n(N)c2C)cc1C | 108 | 0.6
CN(C(=O)Cn1nc(Cc2cccnc2)c2ccccc2c1=O)c1ccccc1 | 102 | 1.1
COC(=O)c1cc(S(=O)(=O)NCc2ccc(S(N)(=O)=O)cc2)oc1C | 100 | -0.5
O=C1CC2CC3CC(C2)CC1C3 | 100 | -0.1
Cc1cc(OCC(=O)N(Cc2ccc(N(C)C)cc2)Cc2ccco2)cc(C)c1Cl | 111 | 1.1
COc1ccc(N2CC(NC(=O)Cc3cccs3)CC2=O)cc1 (configuration not stated) | 103 | -0.8
COc1ccc(OC)c(-c2csc(=Nc3ccccc3)n2CCCn2ccnc2)c1 | 100 | 0
CCCS(=O)(=O)NCCc1sc2nc(-c3ccc(F)cc3)nn2c1C | 110 | 0.8
CC(=O)Nc1nonc1N1CCCC1=O | 103 | 0

Compounds from the list above containing a CF3 group, in the order listed:
SMILES | PV pol inh | PV pol inh FP z-score
CCc1ccccc1NC(=O)CCCSc1nc(-c2ccco2)cc(C(F)(F)F)n1 | 106 | 0.3
O=C(NCC(F)(F)F)c1cc2ccccc2cc1O | 101 | 0
COc1ccc(CCn2c3c(c(=O)[nH]c2=O)C(NC(=O)c2ccc(C(C)(C)C)cc2)(C(F)(F)F)C(=O)N3)cc1OC (configuration not stated) | 100 | -1.5
CC(C)NC(=O)C(F)(F)F | 101 | -0.2

(listing goes on)
SMILES | PV pol inh | PV pol inh FP z-score
CNC(=O)C1CCC(Cn2c(=O)c3sccc3n(CC(=O)N3CCCCC3C)c2=O)CC1 (configuration not stated) | 115 | 2
CSc1nc2ccccc2n1CN(C)Cc1ccc(Cl)s1 | 97 | -1.2
CNC(=S)N(CCc1c(C)[nH]c2ccccc12)Cc1cc(OC)c(OC)c(OC)c1 | 101 | 0.2
CCn1cnc2cc(NC(=O)c3cc(OC)c(OC)c(OC)c3)ccc21 | 102 | 0.1
COc1ccc(COC(=O)C2=C(C)NC(=O)CC2c2cccc(Cl)c2Cl)cc1 (configuration not stated) | 107 | 0.5
CC1CCN(CCNS(=O)(=O)c2csc(C(N)=O)c2)CC1 | 100 | -0.9
CN=C1S/C(=C\c2ccc(N3CCCC3)cc2)C(=O)N1C | 113 | 4.1
COC(CNC(=O)c1ccc2c(c1)ncn2C1CCCCCC1)OC | 99 | -1.5
O=C(O)c1sccc1S(=O)(=O)N1CCN(c2ncc(C(F)(F)F)cc2Cl)CC1 | 101 | -0.2
O=S(=O)(c1ccc(F)cc1)N1CCc2ccccc2C1 | 97 | -1.6
CCCC(=O)Nc1ccc(-c2nc3cc4ccccc4cc3[nH]2)cc1 | 103 | 0.4
O=C(Oc1ccc(Cl)cc1)c1ccc2snnc2c1 | 100 | -0.6
COc1ccc(O)c(C(=O)c2cnc(/N=C(\N)Nc3cc(Cl)cc(Cl)c3)nc2)c1 | 100 | -0.4
O=C(Nc1cccs1)Nc1ccc(F)cc1F | 101 | -0.9
O=C(NCC(c1ccco1)S(=O)(=O)c1cccs1)c1ccccc1F (configuration not stated) | 113 | 1.3
O=C(NS(=O)(=O)c1ccc(Cl)cc1)c1ccccc1 | 102 | 0
COc1ccccc1CNC(=O)c1cnc2sc(N3CCOCC3)nn2c1=O | 111 | 0.4
CCn1c(Cc2ccccc2)nnc1SCC(=O)c1ccc(S(C)(=O)=O)cc1 | 101 | -0.2
CCOC(=O)N1CCC(NS(=O)(=O)c2ccc(C)cc2)CC1 | 103 | 0.3
Cc1nnc(N2CCN(c3ccccc3)CC2)c2c1nnn2Cc1ccccc1 | 99 | -1.4
Cc1cccc(C(=O)Nc2ccc(S(=O)(=O)N3CCCCC3c3cccnc3)cc2)c1 (configuration not stated) | 105 | -0.5
COc1ccc2[nH]c3c(=O)n(CCCC(=O)NCc4ccco4)c(=S)[nH]c3c2c1 | 102 | 1.2
c1ccc(N2CCN(c3ncnc4c3nc3n4CCCCC3)CC2)cc1 | 106 | -0.1
Cc1ccc(CNC(=O)Cn2c(=O)n(Cc3ccc(F)cc3)c(=O)c3sc4ccccc4c32)cc1 | 107 | 0.9
CCOC(=O)c1cnc2ccccn2c1=O | 103 | 0.2
CCc1ccc(C2=NN(CCC(=O)NCCc3ccc(Cl)cc3)C(=O)CC2)cc1 | 102 | -0.7
COc1ccc(-c2nc(S(=O)(=O)c3ccccc3)c(N3CCC(C)CC3)o2)cc1 | 107 | 0.3
Cc1ccc(N=C2N=C(N)c3ccccc32)cc1 | 100 | -0.2
Clc1ccccc1CNc1nc2ccccc2c2nc(-c3ccccc3)nn12 | 105 | 0.4
COc1ccc(Nc2nnc(SCC3CCCO3)s2)cc1 (configuration not stated) | 101 | -0.2

Three compounds picked at random from those above, as already listed:
SMILES | PV pol inh | PV pol inh FP z-score
COc1ccc2nc(C)cc(Cl)c2c1 | 103 | 0.3
Cc1oc2ncn(C)c(=O)c2c1C(=O)N(C)c1ccc(F)cc1 | 104 | 0.3
CC(C)NC(=O)C(F)(F)F | 101 | -0.2

(next part)
SMILES | PV pol inh | PV pol inh FP z-score
OCCNCCSc1nc2ccccc2s1 | 99 | -0.1
Cc1ccc(C(c2sc3nc(-c4ccco4)nn3c2O)N2CCC3(CC2)OCCO3)cc1 (configuration not stated) | 109 | 0.5
O=S(=O)(CC(O)CS(=O)(=O)c1ccc(Cl)cc1)c1ccccc1 (configuration not stated) | 103 | 0.5
CN1CCN(CCC=C2c3ccccc3Sc3ccc(S(=O)(=O)N(C)C)cc32)CC1 | 100 | 0.1
CCN(CC)CCCOc1c(OC)cccc1OC | 98 | -0.5
O=C1c2ccccc2C(Nc2ccccc2)N1Cc1ccccc1 (configuration not stated) | 101 | -0.6
Cc1ccccc1Cn1c(=O)n(CCCCC(=O)NCCc2ccccc2)c(=O)c2ccccc21 | 107 | 0.3
CCOC(=O)n1c(=O)oc2cc(Br)ccc21 | 98 | -0.4
Cc1cc(OCC(=O)N(Cc2ccc(Cl)cc2)Cc2ccco2)cc(C)c1Cl | 106 | 1.1
COc1ccc(C(=O)Nc2ccc3oc(-c4ccc(F)cc4Cl)nc3c2)cc1 | 111 | 1.1
O=C(O)C1CCCN1C(=O)C12CC3CC(CC(C3)C1)C2 (configuration not stated) | 101 | -0.4
COc1ccccc1Nc1nn2c(=O)c3ccc(C(=O)Nc4ccc(F)cc4)cc3nc2s1 | 111 | 0.7
CCOC(=O)c1nn(-c2ccc(C)cc2)c(=N)s1 | 100 | 0.2
O=C(NC1CCCCC1)C(c1cccs1)N(Cc1cccs1)C(=O)c1cccs1 (configuration not stated) | 100 | -0.6
COC(=O)c1ccc(NC(=O)Cn2c(=O)nc(-c3ccccc3)c3ccccc32)cc1 | 112 | 1.2
Fc1ccc(-c2cc(-c3nc(-c4ccccc4)no3)[nH]n2)cc1 | 105 | -0.3
Cc1ccc(C)c(N2C(=O)N(Cc3cccc(C(F)(F)F)c3)c3ccccc3S2(=O)=O)c1 | 111 | 0.8
Nc1ccccc1OCCOCCOc1ccccc1N | 99 | -0.1
Cc1cccc(-c2nc(SCc3cc(=O)c4cccc(F)c4[nH]3)n[nH]2)c1 | 105 | -0.1
Cc1ccc2c(c1)N(CC(=O)Nc1ccccc1C(F)(F)F)C(=O)c1cccnc1O2 | 111 | 1.1
CCCNCC(=O)Nc1ccc2c(c1)OCO2 | 97 | -0.7

Bioassay records as filed in PubChem.
